Bioassay records deposited in PubChem by several laboratories.
SRC1 inh: inhibits human SRC1 coactivator; Q15788; HEK293 GAL4-SRC1 luciferase reporter, luminescence; inhibition, % at 3.6 µM; hit rate 0.12% among 360,000;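 active = inhibition above the campaign mean plus 3 SD, with each screening campaign given its own cutoff, cut at about 60% in these data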;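 note: 0% = DMSO treated cells and 100% = gossypol at 36 µM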
LMP1 NFkB inh: reduces LMP1-driven NF-kappaB luciferase signal | LMP1-induced NF-kappaB luciferase reporter cells, luminescence | inhibition, % at 12.5 µM | hit rate 0.69% among 350,000 | AID 504558; in the data active = inhibition above about 41%;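 note: 0% = neutral control wells and 100% = reference inhibitor control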
TLR9-MyD88 block: blocks human TLR9 binding to MyD88; CHO BLA complementation TLR9-MyD88, CCF4 FRET ratio; hit rate 0.21% among 340,000; inhibition, % at 4.98 µM; Q9NR96+Q99836;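 active = inhibition above the mean over all tested compounds plus 3 SD, cut at about 21% in these data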;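 note: 0% = DMSO only wells and 100% = clavulanate BLA inhibitor control wells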
NR5A2 inv ag: inverse agonists of human LRH-1 (NR5A2). inhibition, % at 3.6 µM. hit rate 0.13% among 360,000. HEK293T StAR-luciferase reporter, LRH-1 transfected, 24 h. O00482;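 active = inhibition above the mean inhibition of all tested compounds plus 3 SD, cut at about 73% in these data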;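 note: 0% = DMSO wells and 100% = reporter-only cells lacking LRH-1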
MC4R antagonist: blocks human MC4R cAMP signaling. P32245. MC4R-expressing cells, MTII-stimulated cAMP, LANCE TR-FRET. inhibition, % at 6.5 µM. hit rate 0.48% among 360,000. AID 540295;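 active = inhibition above its plate's cutoff, the mean of tested wells on that plate plus 3 SD, cut at about 29% in these data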;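 note: 0% = Melanotan II alone and 100% = Melanotan II plus saturating MCL0020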
Target sequence (P32245 whole entry, looked up): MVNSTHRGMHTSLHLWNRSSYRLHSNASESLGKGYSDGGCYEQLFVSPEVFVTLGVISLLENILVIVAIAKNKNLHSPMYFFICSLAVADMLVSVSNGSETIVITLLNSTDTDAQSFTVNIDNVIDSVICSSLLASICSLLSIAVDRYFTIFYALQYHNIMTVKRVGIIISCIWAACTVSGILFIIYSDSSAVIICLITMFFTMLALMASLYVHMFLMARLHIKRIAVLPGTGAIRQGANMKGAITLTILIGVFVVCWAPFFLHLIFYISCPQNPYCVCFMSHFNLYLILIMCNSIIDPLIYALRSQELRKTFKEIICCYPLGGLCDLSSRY
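material = U2OS cells stably expressing human melanocortin 4 receptor (MC4R) | also added = Melanotan II challenge | dosing = single nominal compound dose of 6.5 µM | detection = TR-FRET with Eu-cAMP and labeled anti-cAMP, 671 nm | replication = singlicate | timing = compound 30 min, challenge 1 h, detection 1 h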
NCOA2 inhibitor: inhibits human steroid receptor coactivator 2; HEK293 GAL4-SRC2 luciferase reporter, luminescence; hit rate 0.17% among 370,000; inhibition, % at 9 µM;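 active = inhibition above the mean inhibition of all tested compounds plus 3 SD, set per campaign, cut at about 52% in these data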;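 note: 0% = DMSO treated cells and 100% = cells given Gossypol at 36 µM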
ABHD5 PLIN5 PPI: blocks binding of human ABHD5 to perilipin-5; inhibition, % at 4 µM; Split G. princeps luciferase complementation, luminescence, 4 h; Q00G26+Q8WTS1; hit rate 0.78% among 360,000;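 active = inhibition above the mean inhibition across every tested compound plus 3 SD, cut at about 22% in these data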;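 note: 0% = DMSO only wells and the 100% control is not disclosed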
COUP-TFII inh: blocks human COUP-TFII nuclear receptor; HEK293T NGFI-A luciferase reporter, luminescence; inhibition, % at 8.6 µM; hit rate 0.7% among 370,000; AID 686940;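 active = inhibition above a per-plate cutoff, mean inhibition of test wells between control levels plus 3 SD, cut at about 38% in these data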;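 note: cells cotransfected with COUP-TFII expression vector driving the NGFI-A reporter; 0% = median of COUP-TF2 test wells and 100% = reporter-only cells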
NCOA3 inh: inhibitors of human steroid receptor coactivator 3 (SRC3). HEK293 GAL4-SRC3 luciferase reporter, luminescence. inhibition, % at 3.6 µM. hit rate 0.17% among 360,000;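 active = inhibition above a per-campaign cutoff, the mean of all compounds plus 3 SD, cut at about 60% in these data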;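 note: 0% = DMSO-treated cells and 100% = gossypol-treated cells at 36 µM; higher means less SRC3-driven luciferase light from the GAL4 reporter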
MC4R ag barr: human MC4R agonism via beta-arrestin; P32245; U2OS MC4R beta-arrestin complementation, luminescence; percent of melanotan II response, DMSO zero; activation, % at 8.9 µM; hit rate 0.98% among 360,000; AID 540308;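 active = activation above a per-plate cutoff, the mean activation of sample wells on that plate plus 3 SD, cut at about 8% in these data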
NOD2 RIPK2 PPI: NOD2-RIPK2 protein interaction inhibition | CHO BLA complementation NOD2-RIPK2, CCF4 ratio | hit rate 0.38% among 360,000 | inhibition, % at 4.98 µM | O43353; in the data active = inhibition above about 21%;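 note: 0% = vehicle only and 100% = reference blocker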
Target sequence (O43353 whole entry, looked up): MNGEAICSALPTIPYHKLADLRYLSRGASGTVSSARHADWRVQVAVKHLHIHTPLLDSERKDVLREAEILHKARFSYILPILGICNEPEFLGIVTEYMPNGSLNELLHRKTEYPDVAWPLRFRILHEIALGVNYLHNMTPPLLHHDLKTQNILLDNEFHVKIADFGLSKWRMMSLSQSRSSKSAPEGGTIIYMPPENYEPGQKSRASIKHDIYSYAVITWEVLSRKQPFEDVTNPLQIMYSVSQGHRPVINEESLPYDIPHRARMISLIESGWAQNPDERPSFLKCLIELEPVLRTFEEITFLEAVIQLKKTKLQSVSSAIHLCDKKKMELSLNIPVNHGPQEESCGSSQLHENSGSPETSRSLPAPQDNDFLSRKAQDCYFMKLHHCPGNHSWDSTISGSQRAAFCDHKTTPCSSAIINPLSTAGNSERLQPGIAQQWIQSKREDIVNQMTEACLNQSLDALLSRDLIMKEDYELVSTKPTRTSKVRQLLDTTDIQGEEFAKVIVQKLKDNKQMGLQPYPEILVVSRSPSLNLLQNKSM
The depositor's hits bear a star; nt = not tested or not shown; & = joins results of further samples. The list is partial, so the mix of outcomes need not match the whole.

SMILES | SRC1 inh | LMP1 NFkB inh | TLR9-MyD88 block | NR5A2 inv ag | MC4R antagonist | NCOA2 inhibitor | ABHD5 PLIN5 PPI | COUP-TFII inh | NCOA3 inh | MC4R ag barr | NOD2 RIPK2 PPI
CC1CCN(Cc2c(O)ccc3c2O/C(=C\c2ccco2)C3=O)CC1 | 2 | 3 | 4 | -2 | 11 | nt | 7 | nt | 14 | -1.1 | 12
O=C(Nc1cc(C(F)(F)F)ccc1Cl)c1ccc(NC(=O)C(F)(F)F)cc1 | 3 | 12 | 2 | 33 | 3 | -8 | 3 | 16 | 6 | 4.1 | -5
Cc1cccc(NC(=O)CSCC(=O)Nc2ccccc2N2CCCC2)c1 | -20 | -1 | -2 | 4 | 2 | -9 | -14 | -12 | -28 | -1.4 | -10
Cn1c(CCC(=O)OCC(=O)NCc2ccc3c(c2)OCO3)nc(=O)c2ccccc21 | -22 | 2 | -3 | 3 | 3 | -6 | 0 | -9 | 0 | -2.7 | -1
CCC(CC)C(=O)Nc1cccc(C(=O)Nc2ccc3c(c2)OCO3)c1 | -44 | -21 | -2 | -36 | 16 | -58 | -10 | -16 | -54 | -2.2 | -1
CCN(CC)CC(=O)NC1CCCc2c1cnn2-c1cc(F)cc(F)c1 (configuration not stated) | -11 | -22 | 4 | -5 | 9 | -28 | -3 | -15 | -16 | -2.5 | -12
COCCN(C(=O)COC(=O)c1ccc(Cl)nc1)c1c(N)n(Cc2ccccc2)c(=O)[nH]c1=O | -162 | -1 | 8 | -11 | 8 | -3 | 13 | 20 | -4 | -1.4 | 3
COc1ccc(C(=O)COC(=O)c2cc(S(=O)(=O)NCc3ccccc3)ccc2O)cc1 | -7 | 4 | -12 | 8 | 16 | 11 | -2 | -8 | 16 | 3.4 | -8
O=C(O)CSc1nc(-c2ccc(Cl)cc2)nc2c1oc1ccccc12 | -17 | -1 | -9 | 10 | 8 | 3 | -3 | 2 | -3 | -2.7 | 0
CC(=O)c1ccc(-c2ccccc2OC(F)(F)F)o1 | 17 | 10 | 6 | 0 | 9 | 2 | 1 | -25 | 13 | 2.2 | 1
CC(C)Cc1nnc(NC(=O)c2ccncc2)s1 | -1 | 0 | 5 | -6 | -2 | -2 | -1 | -6 | 4 | 0.6 | -17
CCc1nccn1CCC(=O)N1CCCC(N2CCN(c3ccccc3C)CC2)C1 (configuration not stated) | -35 | -19 | -3 | -2 | 2 | -34 | 8 | 11 | 6 | 1.2 | 5
CC1(C)CC(=O)C=C(c2ccccc2-c2ccc3cc[nH]c3c2)C1=O | -8 | -6 | 9 | 0 | 5 | 9 | -1 | -25 | -16 | 1.1 | 7
CCCS(=O)(=O)C(=C(Nc1ccccc1)Nc1ccccc1)S(=O)(=O)CCC | 5 | 4 | -2 | -1 | -1 | 7 | -8 | 11 | -2 | 0.8 | -4
CCN(CC)CC(=O)NN(Cc1ccccc1)c1ccccc1 | -16 | 8 | 2 | 10 | 12 | -25 | -8 | -5 | 18 | 1.4 | -10
COc1cc(/C=C2\Oc3ccc(C#Cc4ccc(O)cc4)cc3C2=O)cc(OC)c1 | -4 | -23 | -1 | 4 | 7 | nt | 0 | nt | 12 | 10* | 5
CCCC(=O)N(c1ccc(OCC)cc1)C1C=CS(=O)(=O)C1 (configuration not stated) | 12 | 2 | -1 | -15 | -5 | -3 | 2 | 2 | -9 | -1.1 | -11
O=C(Nc1ccc2c(c1)OCO2)c1csc([C@H]2C[C@H](O)[C@@H](CO)O2)n1 | -51 | nt | nt | -40 | -2 | -51 | 4 | 29 | -36 | -0.6 | 0
CCOC(=O)COn1c(=O)c(-c2ccc(C)cc2)[n+]([O-])c2ccccc21 | -12 | 1 | -11 | 0 | -1 | -10 | 4 | -6 | -43 | -0.3 | -11
COc1ccc(-c2ccnc(-c3ccc(O)cc3)n2)cc1 | 5 | -17 | 2 | 9 | -35 | -37 | 2 | -16 | -15 | -1.0 | -12
Cc1nn(C)c(C(=O)NC(=S)Nc2ccccc2Br)c1Cl | -47 | -4 | 5 | -44 | 17 | -13 | 4 | -28 | -42 | -0.2 | -8
OC(COc1ccc2c(c1)OCO2)CN1CCc2ccccc2C1 (configuration not stated) | 1 | -20 | -8 | -2 | -8 | -11 | 10 | -18 | 3 | 1.0 | 3
COc1ccc(S(=O)(=O)N2CCC(C(=O)N3CCCCC3)CC2)cc1OC | -9 | -5 | -2 | -15 | 8 | 14 | -6 | -22 | 5 | -2.3 | -5
O=C(Nc1c(Cl)cccc1Cl)C1CCN(C(=O)c2cccs2)CC1 | -20 | 6 | -10 | -17 | -2 | 14 | 0 | -10 | -3 | -1.1 | -16
c1ccc2c(c1)nc(Nc1ccc3c(c1)OCO3)c1nnnn12 | -46 | 10 | -4 | 2 | -3 | -47 | 2 | -11 | -14 | 0.1 | 2
c1ccc(CSc2ncn[nH]2)nc1 | -11 | 13 | 8 | 7 | 1 | -7 | -2 | -2 | 9 | -0.8 | -12
Cc1c(Br)c([N+](=O)[O-])nn1CC(=O)NCCc1c[nH]c2ccccc12 | 0 | -12 | -12 | -5 | 8 | 0 | 0 | -3 | 21 | -0.3 | -3
COc1ccc(NCC(=O)Nc2ccc(Br)cc2F)c(OC)c1 | -30 | -5 | -2 | 1 | 13 | 5 | 2 | 7 | 1 | -0.4 | 1
O=C(Nc1cc([N+](=O)[O-])ccc1N1CCOCC1)c1ccco1 | -6 | 1 | -2 | -27 | 0 | -19 | 0 | -1 | 13 | -0.8 | -7
COc1ccc(-c2sc3cc4c(cc3c2C#CC2(N)CCCCC2)OCO4)cc1 | -21 | -67 | 5 | 8 | 3 | -39 | -2 | 1 | 5 | 16* | 15
Cc1ccc(N=Nc2ccc(N)cc2C)c(S(N)(=O)=O)c1 | -34 | -5 | -2 | 5 | 20 | -19 | -4 | -3 | -42 | -1.4 | -5
COc1ccccc1CNC(=O)C(=O)NCC(c1ccco1)N1CCOCC1 (configuration not stated) | 9 | -10 | 6 | -25 | 1 | 5 | 5 | 11 | 26 | 2.5 | -2
CC(=O)/C(=N/Nc1ccc(Br)cc1)N1CCCc2ccccc21 | -5 | 0 | -1 | 1 | 11 | 14 | -5 | -7 | 30 | 1.2 | 5
O=C(C1CCCN(Cc2cccnc2)C1)N1CCCCC1 (configuration not stated) | -9 | 2 | -5 | 0 | 11 | -8 | -2 | 12 | 13 | 0.0 | -10
Cc1cc2ccc3ccccc3c2cc1CN(C)C | -58 | -25 | nt | -56 | 5 | -31 | 8 | -10 | -26 | 2.8 | 3
COC(=O)c1ccsc1NC(=O)CN1C(=O)CCC1=O | -10 | 3 | 9 | 11 | 10 | -10 | 5 | 5 | -7 | 0.1 | -2
CCCn1c(NC(=O)c2ccccc2Br)nc2ccccc21 | -11 | 7 | 4 | 14 | 2 | 0 | -6 | 12 | -7 | -2.4 | -5
CC1(c2ccc(Cl)c(Cl)c2)NC(=S)N2C1NC(=S)N2c1ccccc1 (configuration not stated) | -10 | -4 | -10 | 5 | 5 | -23 | 6 | 2 | -3 | -2.3 | -4
CCOC(=O)[C@]12CCCC=C1N(Cc1cccc3ccccc13)C(=O)[C@H](CC(=O)NCCCOC)C2 | nt | nt | nt | -39 | nt | 2 | 7 | 8 | nt | nt | -4
COc1ccc(S(=O)(=O)Nc2c3ccccc3nc(=O)n2-c2ccccc2)cc1 | -32 | -13 | 9 | -22 | 5 | -11 | 2 | -32 | -3 | -0.8 | -4
O=C(NCCc1ccccc1)c1ncn[nH]1 | -1 | 3 | 5 | 5 | 1 | 24 | 2 | 19 | 3 | -2.3 | -3
CCCCC(=O)NCc1ccccc1Cl | -10 | -1 | 4 | -8 | 1 | 1 | -3 | 0 | 14 | -3.2 | -11
COc1ccc(N/C(N)=N/c2nc(CSc3ccc(C)cc3)cc(=O)[nH]2)cc1 | -20 | 0 | -8 | -4 | -4 | -1 | 6 | -4 | -2 | 0.5 | -9
CCCC[C@@H]1CNC(=S)N1CC1CCCCC1 | -2 | 6 | -2 | -12 | 0 | -19 | 2 | -15 | 2 | 1.5 | -1
Cc1cc(C)c2nc(N3CCC(C(=O)NCCCN4CCCCC4)CC3)sc2c1 | -2 | 8 | 3 | -13 | -2 | 29 | 12 | -13 | -19 | -1.1 | 13
COc1ccc(S(=O)(=O)N2CCN(C3CC4CCC3C4)CC2)cc1 (configuration not stated) | -16 | 1 | 0 | -12 | 14 | -1 | -4 | 15 | 0 | 3.8 | -3
CC(=O)c1sc(NC(=O)CCCOc2ccc(Cl)cc2)nc1C | 0 | 4 | -15 | 9 | -6 | 10 | -5 | -12 | 8 | 11* | 1
COc1cccc(-c2cnc3c(NC=O)cc(-c4cc(C)c(O)c(C)c4)cn23)c1 | 1 | nt | nt | 15 | 2 | -28 | -3 | -35 | 0 | 8.1 | -7
COc1cccc(/C=C/C(=O)OCC(=O)c2ccc(S(=O)(=O)N3CCCCC3)cc2)c1OC | -8 | 0 | 2 | -6 | 23 | 9 | 1 | -8 | -8 | -1.4 | 6
CCNC(=O)CSc1nnc(-c2cccs2)o1 | -38 | -6 | -4 | 20 | -5 | 2 | 2 | -7 | -12 | -0.8 | -1
Other compounds
SMILES | SRC1 inh | LMP1 NFkB inh | TLR9-MyD88 block | NR5A2 inv ag | MC4R antagonist | NCOA2 inhibitor | ABHD5 PLIN5 PPI | COUP-TFII inh | NCOA3 inh | MC4R ag barr | NOD2 RIPK2 PPI
CCN(CC)c1nc(C(F)(F)F)nc2c1nnn2Cc1ccccc1 | 13 | -7 | 5 | 8 | 13 | -1 | 1 | -5 | 10 | 0.6 | 10
O=C(CN1CCN(C(=O)c2ccccc2Cl)CC1)Nc1cccc(S(=O)(=O)N2CCCC2)c1 | 2 | 1 | 12 | 7 | 2 | 8 | 5 | 4 | 1 | -3.0 | -5
CCCCNc1c(-c2cccc(SC(C)CC)c2)nc2ccc(Cl)cn12 (configuration not stated) | 9 | 4 | -1 | -7&-3 | 11 | -28&-38 | -1&-9 | -8&-3 | 2 | 6.2 | 5&1
Cc1nnc(SC(C)C(=O)Nc2ccc(Cl)cn2)n1Cc1ccccc1 (configuration not stated) | 10 | -3 | -3 | -4 | 15 | -4 | 2 | 3 | 20 | -0.4 | -8
COc1cccc2c1OC1(C)CC2/C(=C(\C)O)C(=O)N1 (configuration not stated) | -5 | -6 | -2 | -3 | -7 | -11 | -1 | 15 | 8 | -0.7 | -16
COc1ccc(CN2CCC(=O)N(CCO)CC2)cc1OC | 8 | 2 | -6 | 19 | 8 | -20 | -5 | 11 | 8 | -0.7 | -2
CC(C)OC(=O)c1cccc(NC(=O)c2ccccc2)c1 | -59 | -18 | -3 | -67 | 13 | -18 | 2 | -39 | -50 | -1.3 | 3
